D2 antag: HTS Assay for Allosteric Antagonists of the Human D2 Dopamine Receptor: Primary Screen for Antagonists; D(2) dopamine receptor (Homo sapiens), P14416; 2% of 340,000 active; HEK293 TREx D2 cells, calcium flux, dopamine EC80; AID 485344, 2010; inhibition, % at 10 µM; in the data active means inhibition above about 30%; further: 0% is about no effect
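Read-out: kinetic calcium fluorescence (1 cycle/s) in inducible HEK293 T-REx D2 cells after an EC80 dopamine addition that followed 180 s compound preincubation. Loss of the dopamine response indicates antagonism.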
Vif-A3F inh: qHTS for Inhibitors of Vif-A3F Interactions: qHTS. AID 602313, 2012. 0.2% of 390,000 active. HeLa A3F-eYFP + Vif (tagged APOBEC3F with the HIV-1 protein that degrades it), YFP fluorescence increase. Potency, µM (titrated, usually from 46.1 µM), for inactives: at the highest dose activity, negative = active; further: potency means the concentration at half of the fitted maximal effect; % of control where 0% means no effect; nearly all actives have a fitted effect of over 65% in size
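HeLa cells stably expressing A3F-eYFP plus Vif, plated and incubated overnight at 37 deg C, then exposed to compounds overnight at 37 deg C. Blocked degradation read as raised yellow fluorescence (Ex 488/Em 500-530).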
ERG-DNA inh: qHTS for Small Molecule Inhibitors of the ERG Ets/DNA interaction; Transcriptional regulator ERG (Homo sapiens), P11308; fluorescence polarization, His-ERG Ets domain / labelled DNA; Potency, µM (titrated, usually from 76.9 µM), inactives show at the highest dose FP activity, negative = inhibition, most hits filed as inhibitors; 0.028% of 370,000 active; AID 624246, 2012; active means well fitted inhibition curve with a large enough effect in the polarisation, with a control signal flat; inconclusive means small, poorly fitted or top-dose-only effect, or effect the other way, or a change in a side signal; inactive means no such curve, though single readings can be large or run the other way; the % refers to the polarisation;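 further: polarization taken with two DNA probes labelled with fluorescein and Texas red; potency means the concentration at half of the fitted maximal effect; % of control where 0% means no effect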
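His-tagged ERG Ets domain (1 uM in the protein solution; 300mM KCl, 50mM Tris-HCl, 1mM EDTA, 1mM DTT, pH 7.5) received compound, then a probe mix of 5 nM fluorescein-DNA and 100nM Texas-615-DNA. Fluorescence polarization was read for both dyes.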
GRP78 ERSR act: qHTS for Inducers of the Endoplasmic Reticulum Stress Response (ERSR) in Human Glioma: qHTS; AID 602332, 2012; U87-MG GRP78 promoter luciferase reporter, 16 h; 0.02% of 420,000 active; Potency, µM, without a hit: at the highest dose activation, actives largely listed as activators; further: potency means the concentration at half of the fitted maximal effect; series mostly up to about 76 µM; % of control where 0% means no effect; nearly all actives have a fitted effect of over 35% in size
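Stably transfected U87-MG glioma cells carrying a GRP78-based luciferase sensor; 16 h compound incubation. Luminescence end-point read 10 min after Bright-Glo addition at room temperature.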
RGS4 inh: Inhibitors of Regulator of G Protein Signaling (RGS) 4: qHTS | Regulator of G-protein signaling 4 (Homo sapiens), P49798 | Transcreener GDP fluorescence polarization, RGS4-accelerated GTP hydrolysis | Potency, µM (highest dose often 114 µM), for inactives: top-dose activity change, negative = inhibition, usual class: inhibitors | 0.039% of 390,000 active; further: potency means the concentration at half of the fitted maximal effect; on the % scale 0 is the no-effect control and ±100 the full control effect; nearly all actives have a fitted effect of over 75% in size; some results filed as inactive show a strong effect at the top dose
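MLSMR compounds (23 nl, pin-transferred) preincubated 10 min at room temperature with a 500nM (2x) first reagent, then RGS4 at 900nM (2x) plus Transcreener GDP mix added; fluorescence polarization (620/688 nm) read before and after 90 min at 30 °C.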
Vif-A3G inh: qHTS for Inhibitors of Vif-A3G Interactions: qHTS | DNA dC->dU-editing enzyme APOBEC-3G (Homo sapiens), Q9HC16 | HeLa A3G-eYFP + Vif (tagged APOBEC3G with the HIV-1 protein that degrades it), YFP fluorescence, overnight | Potency, µM (titrated, usually from 46.1 µM), for inactives: at the highest dose activity, negative = active, most hits filed as inhibitors | 0.076% of 410,000 active;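 further: potency means the concentration at half of the fitted maximal effect; on the % scale 0 is the no-effect control and ±100 the full control effect; nearly all actives have a fitted effect of over 60% in size; hits raise eYFP signal because A3G escapes Vif-driven loss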
Target sequence (Q9HC16 whole entry, looked up): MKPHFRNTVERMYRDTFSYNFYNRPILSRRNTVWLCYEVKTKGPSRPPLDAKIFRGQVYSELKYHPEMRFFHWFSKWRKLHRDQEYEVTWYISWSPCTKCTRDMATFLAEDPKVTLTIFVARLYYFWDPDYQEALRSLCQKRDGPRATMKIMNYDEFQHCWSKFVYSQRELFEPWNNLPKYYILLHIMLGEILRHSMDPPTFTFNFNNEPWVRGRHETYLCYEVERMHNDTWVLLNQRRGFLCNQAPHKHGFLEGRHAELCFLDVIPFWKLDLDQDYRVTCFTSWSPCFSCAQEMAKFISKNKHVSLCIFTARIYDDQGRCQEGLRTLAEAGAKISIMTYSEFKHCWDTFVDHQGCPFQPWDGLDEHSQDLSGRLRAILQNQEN
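Read-out is eYFP fluorescence (Ex 488/Em 500-530) from Vif-expressing HeLa A3G-eYFP cells; more signal means A3G escaped Vif-mediated degradation. Cells plated overnight, compound pinned in, incubated overnight at 37 deg C.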
12-LOX inh: Primary qHTS assay for inhibitors of human arachidonate 12S-lipoxygenase (ALOX12): Round 2. Polyunsaturated fatty acid lipoxygenase ALOX12 (Homo sapiens), P18054. purified 12hLO, xylenol orange hydroperoxide absorbance. Potency, µM (top dose mostly 108 µM), for inactives: top-dose activity change, negative = inhibition, actives largely listed as inhibitors. 1.1% of 580,000 active; further: potency means the concentration at half of the fitted maximal effect; on the % scale 0 is the no-effect control and ±100 the full control effect
Target sequence (P18054 whole entry, looked up): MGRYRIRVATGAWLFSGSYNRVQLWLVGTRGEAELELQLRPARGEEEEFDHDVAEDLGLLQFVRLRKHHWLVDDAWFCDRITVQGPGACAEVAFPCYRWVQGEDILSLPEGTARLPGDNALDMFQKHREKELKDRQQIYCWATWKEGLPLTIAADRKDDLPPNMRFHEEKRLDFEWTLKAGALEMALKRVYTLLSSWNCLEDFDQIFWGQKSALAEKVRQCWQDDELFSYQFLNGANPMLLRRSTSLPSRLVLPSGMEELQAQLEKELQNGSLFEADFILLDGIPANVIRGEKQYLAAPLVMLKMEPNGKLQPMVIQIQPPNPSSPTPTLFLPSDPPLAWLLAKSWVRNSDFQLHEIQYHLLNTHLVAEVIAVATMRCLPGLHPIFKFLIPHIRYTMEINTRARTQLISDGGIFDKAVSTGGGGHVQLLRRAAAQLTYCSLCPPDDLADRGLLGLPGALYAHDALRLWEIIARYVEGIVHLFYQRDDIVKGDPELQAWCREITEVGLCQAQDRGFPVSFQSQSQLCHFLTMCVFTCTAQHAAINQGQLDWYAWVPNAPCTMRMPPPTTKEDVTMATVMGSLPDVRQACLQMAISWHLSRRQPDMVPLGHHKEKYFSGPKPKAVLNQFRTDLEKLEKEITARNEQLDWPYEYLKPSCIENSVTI
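Purified human 12hLO (150 nM final) in 25 mM Hepes, 0.01% Triton X-100, pH 7.0 was preincubated 15 min at room temperature with compound. Then 40 uM arachidonic acid was added, 30 min. Hydroperoxide was read by Fe-XO absorbance ratio 573/405 nm.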
D2 ag: HTS Assay for Allosteric Agonists of the Human D2 Dopamine Receptor: Primary Screen for Agonists. D(2) dopamine receptor (Homo sapiens), P14416. activation, % at 2 µM. 0.53% of 340,000 active. HEK293 T-REx D2 cells, calcium flux agonist mode. AID 485358, 2010;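 active means activation over 3 SD above normal in the single-dose calcium agonist read, cut at about 30% in these data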; further: 0% is about no effect
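Agonism is scored from calcium flux in a force-coupled, inducible HEK293 cell line expressing D2, read kinetically for 180 s after compound addition against dopamine controls.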
LDHA block: qHTS assay for inhibitors of human lactate dehydrogenase. L-lactate dehydrogenase A chain (Homo sapiens), P00338. purified LDHA, NADH/diaphorase-resazurin fluorescence; active compounds read low. activity change, % (values are at about 110 or 230 µM). 0.15% of 480,000 active. AID 1347041, 2019; in the data active means activity change below about -30%; inconclusive means mostly about -25% to -30%;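 further: plate controls were DMSO wells for no effect and wells without enzyme for full effect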
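Remaining NADH was detected by diaphorase (0.133 mg/mL) converting 37 µM resazurin to fluorescent resorufin, read at 0 and 20 minutes. The preceding 5-minute room-temperature reaction used 2 nM LDHA, 0.2 mM sodium pyruvate and 0.06 mM NADH at pH 7.4.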
The depositor's hits bear a star; ? = inconclusive; · = not tested or not shown; [ ] = dose if it differs, or a comment. Unless noted, the call rests on the fitted dose curve; in most records, active means well fitted curve in the direction sought with a large enough effect; inconclusive means small, poorly fitted or top-dose-only effect, or another doubt; inactive means no such curve, though single readings can be large; an effect the other way counts as inactive or inconclusive. The list is partial, so the mix of outcomes need not match the whole.

Values in the order – D2 ag | ERG-DNA inh | GRP78 ERSR act | RGS4 inh | D2 antag | 12-LOX inh | LDHA block | Vif-A3G inh | Vif-A3F inh
> C[C@H]1CNC(=O)c2c(C(=O)N[C@@H](Cc3c[nH]c4ccccc34)C(=O)OC(C)(C)C)ncn21
    · | · | 1% | · | · | 21% | -7 | -7% | 3%
> C/C(=N\NC(=O)c1nn(C)c(C)c1Br)c1cccc(NC(=O)c2ccc(F)cc2)c1
    -0.6 | · | 5% | -27% | -20 | 13% | -5 | 0% | 6%
> CC(C)(C)OC(=O)N(Cc1ccccc1)Cc1ccccc1OCc1cccc(NC(=O)c2ccccc2)c1
    · | 12% | -3% | ? | · | 5% | 0 | 4% | 5%
> Cc1cccc(N(Cc2nnc3n2CCCCC3)C(=O)Nc2ccccc2)c1
    0.2 | -4% | -3% | 4% | -5 | -12% | -6 | 0% | 0%
> CCCNC(=O)Cn1cccc1C(=O)c1ccccc1
    0.3 | -5% | -2% | -1% | -8 | 3% | -3 | 8% | 0%
> CCOC(=O)Cn1c(CN2CCc3ccccc3C2)nc2c1c(=O)n(C)c(=O)n2C
    -0.1 | 6% | -3% | 15% | 4 | 22% | 3 | 2% | 1%
> Cc1ccc(NC(=O)c2c(C)oc3c2C2=NCCN2C=N3)cc1F
    -0.4 | 1% | -4% | 11% | · | -12% | -8 | 8% | 0%
> Cc1ccc2c(c1)C1CN(C)CCC1N2S(=O)(=O)c1cc(C(F)(F)F)ccc1Cl (centres undefined)
    0.3 | -6% | -3% | 21% | 1 | 67%[activator] | -5 | 7% | 1%
> O=C(Nc1ccccc1C(=O)N1CCN(Cc2ccccc2)CC1)c1ccc(F)cc1
    0.9 | -3% | -2% | 0% | -3 | -1% | -4 | 0% | -2%
> O=C(OCCN1CCCCC1)c1cccc(F)c1
    5.5 | 2% | 0% | 14% | 10 | 17% | 1 | -3% | 1%
> Cc1cc(F)ccc1S(=O)(=O)Nc1ccccc1C(=O)NCc1ccccn1
    0.0 | 5% | -5% | -30% | -9 | -5% | -3 | -5% | -1%
> S=C(NCCN(C1CCCCC1)C1CCCC1)Nc1cccc(Cl)c1
    0.9 | -5% | -4% | 7% | 15 | ? | -5 | -8% | -17%
> Cc1nn2c(nc(N3CCCCC3)c3ccccc32)c1C=O
    1.3 | 8% | 1% | 5% | 2 | 5% | 2 | -2% | 5%
> CC(NC(N)=O)C(=O)Nc1ccc(Cl)c(S(=O)(=O)Nc2ccc(Cl)cc2)c1 (centres undefined)
    -2.8 | -6% | -3% | 3% | 11 | -15% | -11 | -7% | -10%
> CCc1ccccc1N(C(C)=O)c1nc(CCl)cs1
    9.2 | 14% | -3% | -22% | 13 | -8% | 3 | -1% | 1%
> O=C(Nc1ccc(OC(F)(F)F)cc1)Nc1cccnc1
    2.2 | -6% | 7% | 1% | -7 | -5% | 0 | -5% | 5%
> Cc1ccc(-n2ccnc2SCC(=O)c2c(N)n(C3CC3)c(=O)[nH]c2=O)cc1C
    0.1 | 8% | -2% | -24% | -59 | 10% | 2 | 2% | 0%
> O=C(Nc1ccccc1-c1ccccc1)c1ccc(Br)o1
    0.0 | 4% | -7% | -24%[56.9 µM] | 9 | 21% | -4 | 1% | 1%
> Cc1cc(N2CCC(C)CC2)nc2ccc(NC(=O)/C=C/c3cccc(Cl)c3)cc12
    0.7 | 7% | -1% | -6% | · | ? | 2 | -3% | 0%
> CC(/C=C1\SC(=O)N(CCCC(=O)O)C1=O)=C\c1ccccc1
    1.1 | -15% | -15% | 2% | 6 | -23% | -1 | 1% | 3%
> COc1cccc(Nc2ccc3cc(S(=O)(=O)N4CCC(C)CC4)ccc3n2)c1
    0.2 | 2% | -3% | 15% | · | ? | 2 | -5% | 0%
> CN1CCCN(C(=O)c2ccc(Cl)s2)CC1
    0.6 | -6% | -5% | 0% | -15 | -1% | -1 | -10% | 1%
> Cc1ccc(CN2CCN(Cc3cccn3-c3ccccn3)CC2CCO)cc1 (centres undefined)
    -0.7 | -7% | -2% | 9% | -6 | ? | -4 | 1% | 1%
> COc1ccc(CNC(=O)c2cccc3c2C(=O)N(Cc2cccnc2)C3)cc1
    0.1 | -3% | 4% | 7% | -9 | 10% | -3 | -2% | 4%
> CC(=O)c1ccc(N2C(=O)[C@@H]3C(C(=O)CCN4C(=O)c5ccccc5C4=O)=NN[C@@H]3C2=O)cc1
    -1.5 | 15% | -1% | 9% | -8 | -20% | -10 | -3% | 4%
> CCn1c(=O)n(-c2ccc3c(c2)OCO3)c2nc(-c3cccc(OC)c3OC)nc(C(N)=O)c21
    -0.7 | -3% | -3% | 3% | · | -12% | -1 | 2% | -12%
> O=C(Cn1nnc(-c2cccs2)n1)NNC(=O)c1ccccc1Cl
    0.2 | -1% | 0% | 23% | · | 151%[activator] | -5 | -6% | 11%
> CCOC(=O)Cc1csc(NC(=S)NC(=O)CC(C)C)n1
    -0.5 | 0% | -4% | 13% | 2 | -8% | -9 | ? | -14%
> CCCC(c1nnnn1CCc1ccccc1)N1CCN(C(=O)c2ccco2)CC1 (centres undefined)
    -0.3 | -1% | 0% | -11% | -4 | -9%[57.4 µM] | -2 | 2% | 2%
> COC(=O)c1ccc(NC(=O)c2cccc(C)c2[N+](=O)[O-])cc1
    -0.3 | ? | 4% | 2% | -11 | -11% | -9 | 1% | 3%

Entries of single compounds, quoted from the list. Screens in order: D2 ag	ERG-DNA inh	GRP78 ERSR act	RGS4 inh	D2 antag	12-LOX inh	LDHA block	Vif-A3G inh	Vif-A3F inh
Profile of CCCNC(=O)Cn1cccc1C(=O)c1ccccc1 = 0.3	-5%	-2%	-1%	-8	3%	-3	8%	0%
Profile of CC(=O)c1ccc(N2C(=O)[C@@H]3C(C(=O)CCN4C(=O)c5ccccc5C4=O)=NN[C@@H]3C2=O)cc1 = -1.5	15%	-1%	9%	-8	-20%	-10	-3%	4%
Profile of Cc1cc(F)ccc1S(=O)(=O)Nc1ccccc1C(=O)NCc1ccccn1 = 0.0	5%	-5%	-30%	-9	-5%	-3	-5%	-1%
Profile of Cc1cc(N2CCC(C)CC2)nc2ccc(NC(=O)/C=C/c3cccc(Cl)c3)cc12 = 0.7	7%	-1%	-6%	·	?	2	-3%	0%

Other structures:
Values in the order – D2 ag | ERG-DNA inh | GRP78 ERSR act | RGS4 inh | D2 antag | 12-LOX inh | LDHA block | Vif-A3G inh | Vif-A3F inh
> Cc1cc(CN2C(=O)c3ccccc3C2=O)on1
    0.1 | 3% | -4% | -9% | 10 | -17% | 2 | 1% | 1%
> CCN1CCN(c2nc(N(C)c3ccccc3)nc(N)c2[N+](=O)[O-])CC1
    5.0 | 19% | -5% | -14% | 49* | ? | -1 | 1% | -22%
> COc1ccc(NC(=O)COC(=O)c2ccc3ccccc3n2)cc1
    -0.6 | -5% | 0% | -22% | 23 | -14% | -1 | 3% | 2%
> c1cncc(Nc2nc(-c3cccnc3)cs2)c1
    0.0 | -4% | 6% | -20% | 0 | 0% | -6 | 3% | -2%
> CCOc1cc(NCCN2CCOCC2)c([N+](=O)[O-])cc1OCC
    -0.8 | -7% | -5% | 10% | 2 | 7% | 1 | 3% | 7%
> CC1=C/C(=N\NC(=O)c2ccccc2)CC1
    0.4 | -5% | 9% | 0% | -5 | -1% | -6 | -1% | 0%
> Cc1ccc(Oc2cc(NC(=O)CCCn3nc([N+](=O)[O-])c(Cl)c3C)cc([N+](=O)[O-])c2)cc1
    0.6 | -7% | -3% | 5% | -12 | -6% | -4 | -1% | -1%
> CC(C)N(C(=O)CSc1ncnc2sc(-c3ccccc3)cc12)C(C)C
    -0.2 | 13% | -4% | -5% | -2 | 11% | 1 | -3% | ·
> CN(CC(=O)Nc1ccccc1C(=O)N1CCCC1)S(=O)(=O)c1ccc(Cl)cc1
    -0.1 | -3% | -2% | 10% | -10 | 0% | -3 | 0% | 0%
> COc1ccc(CN(C)C(=O)Cc2ccsc2)c(OC)c1OC
    0.8 | 2% | -3% | 12% | -16 | -1% | 3 | 3% | 5%

D2 antag: what is marked active above
SMILES | ERG-DNA inh | GRP78 ERSR act | RGS4 inh | D2 antag | 12-LOX inh | LDHA block | Vif-A3G inh | Vif-A3F inh
CCN1CCN(c2nc(N(C)c3ccccc3)nc(N)c2[N+](=O)[O-])CC1 | 19% | -5% | -14% | 49* | ? | -1 | 1% | -22%
